# Screens (PubChem BioAssay)
# M1 ag – agonists of human M1 muscarinic receptor; P11229; activation, % at 3 µM; 0.33% of 360,000 active; CHO-K1 hM1, Fluo-8 calcium fluorescence, agonist mode; 0% DMSO, 100% acetylcholine EC100;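 active = activation above the run's mean compound activation plus 3 SD, cut at about 16% in these data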;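 note: peak over basal fluorescence ratio within a 140 s kinetic read after compound addition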
# M1 antag – antagonists of human M1 muscarinic receptor; CHO-K1 hM1, Fluo-8 calcium fluorescence, ACh EC80 antagonist; inhibition, % at 3 µM; 1.3% of 360,000 active; AID 588852;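 active = percent inhibition above its own plate's cutoff, namely the mean of that plate's compound wells plus 3 SD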;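 note: peak over basal fluorescence ratio during 140 s after agonist addition; 0% = ACh EC80 plus DMSO and 100% = DMSO alone without agonist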
# CHO parental Ca – counter-screen for OX1R antagonists: effect in parental CHO cells | parental CHO-K1, ATP-induced calcium, Fluo-8 fluorescence | inhibition, % at 5.6 µM | 0.63% of 330,000 active | AID 463079;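 active = inhibition above that plate's mean sample inhibition plus 3 SD, cut at about 26% in these data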;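 note: 0% = ATP-challenged DMSO wells and 100% = DMSO wells without ATP; some compounds past the cut are filed as inactive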
#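 material = parental CHO cells | also added = ATP as calcium-mobilizing challenge | dosing = single point at 5.6 µM | detection = intracellular calcium via Fluo-8 no-wash fluorescent dye | read-out = % inhibition | benchmarks = low control ATP plus DMSO, high control DMSO only | repeats = one well per compound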
# TAAR1 antag – human TAAR1 antagonism; 1.5% of 360,000 active; CHO RD-HGA16 TAAR1, Fluo-8 calcium fluorescence, antagonist; inhibition, % at 3 µM; Q96RJ0;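 active = inhibition above a per-plate cutoff, the mean inhibition of test compounds on that plate plus 3 SD, cut at about 49% in these data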;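 note: 0% = DMSO plus EC80 beta-PEA response and 100% = DMSO alone without agonist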
# Target sequence (Q96RJ0 whole entry, looked up): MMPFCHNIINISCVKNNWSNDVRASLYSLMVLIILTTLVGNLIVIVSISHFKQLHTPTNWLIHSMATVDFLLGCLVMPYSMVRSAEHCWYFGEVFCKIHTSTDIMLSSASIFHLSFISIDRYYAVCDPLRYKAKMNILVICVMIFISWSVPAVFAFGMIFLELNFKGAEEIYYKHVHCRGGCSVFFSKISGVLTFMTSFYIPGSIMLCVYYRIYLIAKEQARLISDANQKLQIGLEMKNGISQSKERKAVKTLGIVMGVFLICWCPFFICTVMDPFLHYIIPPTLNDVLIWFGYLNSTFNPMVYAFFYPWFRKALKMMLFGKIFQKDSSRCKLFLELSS
#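 Assay system: CHO-derived RD-HGA16 cells stably expressing human TAAR1 plus Gα16. Timing: 140 s kinetic read after compound, 140 s after agonist. Technique: kinetic Fluo-8 calcium fluorescence measurement. Measure: % inhibition of agonist calcium response.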
# TAAR1 agonist – agonists of human TAAR1; Q96RJ0; CHO RD-HGA16 TAAR1, Fluo-8 calcium fluorescence; vehicle wells 0%, saturating PEA agonist 100%; activation, % at 3 µM; 0.99% of 360,000 active;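 active = activation above the mean activation of all test compounds in the run plus 3 SD, cut at about 38% in these data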
#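 System: CHO-derived RD-HGA16 cells with stable Gα16 and human TAAR1 / Times: 17-24 h plating, Fluo-8 75 min 37 °C, 30 min RT / Technique: calcium-sensitive Fluo-8 signal, excitation 470-495, emission 515-575 nm / Measure: % activation relative to PEA EC100 response / Benchmarks: DMSO and PEA EC100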
# CHO-K1 Ca PAM – M1 PAM counterscreen hit in parental CHO-K1 cells. ATP EC20, Fluo-8 calcium fluorescence; 0% at ATP EC20, 100% at ATP max. activation, % at 3 µM. 0.02% of 360,000 active. AID 602247;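 active = activation above the run cutoff, the mean activation of all test compounds plus 3 SD, cut at about 40% in these data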;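 note: peak over basal fluorescence ratio in a 140 s read after ATP addition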
# CHO-K1 Ca ag – nonselective activator or artifact in parental CHO-K1 cells; Fluo-8 calcium fluorescence; scaled to maximal ATP response, vehicle zero; 0.48% of 360,000 active; activation, % at 3 µM; in the data active = activation above about 15%;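 note: untransfected CHO-K1 host cells lacking M1 receptor as counterscreen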
# CHO-K1 Ca antag – M1 antagonist counterscreen hit in parental CHO-K1 cells | ATP-induced calcium, Fluo-8 fluorescence | inhibition, % at 3 µM | 0.6% of 360,000 active | AID 602250;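 active = inhibition above a per-plate cutoff, the plate's mean sample inhibition plus 3 SD, cut at about 24% in these data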;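 note: 0% = DMSO plus EC80 ATP and 100% = DMSO alone without ATP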
# OXTR potentiator – human OXTR potentiation; CHO-OTR cells, Fluo-8 calcium fluorescence, potentiator mode; 0% = oxytocin EC15, 100% = EC100; P30559; AID 2445; activation, % at 3 µM; 0.061% of 320,000 active;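 active = activation above that plate's cutoff, the mean activation of tested compounds plus 3 SD, cut at about 6.6% in these data, passing the limit was not always enough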;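 note: 100% uses oxytocin at 75 nM as the full agonist control; some results filed as inactive read as strong as hits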
# Target sequence (P30559 whole entry, looked up): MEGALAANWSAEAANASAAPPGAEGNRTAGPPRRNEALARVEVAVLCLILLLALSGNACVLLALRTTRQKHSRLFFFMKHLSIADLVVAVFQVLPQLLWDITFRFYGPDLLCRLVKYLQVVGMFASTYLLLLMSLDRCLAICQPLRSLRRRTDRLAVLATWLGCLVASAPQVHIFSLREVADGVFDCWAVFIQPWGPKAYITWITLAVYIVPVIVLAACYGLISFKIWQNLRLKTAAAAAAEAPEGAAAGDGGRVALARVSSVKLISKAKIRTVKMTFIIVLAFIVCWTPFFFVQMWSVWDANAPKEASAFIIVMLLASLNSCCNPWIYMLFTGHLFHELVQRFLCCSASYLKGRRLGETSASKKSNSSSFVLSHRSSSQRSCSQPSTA
#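 test system = CHO-OTR cells, human receptor | compound = single-point 3.0 µM | schedule = 6 min compound pre-incubation at room temperature, 100 s kinetic read | signal = Fluo-8 no-wash calcium dye fluorescence, excitation 470-495 nm, emission 515-575 nm | repeats = single well per compound, singlicate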
# The depositor's hits bear a star; x = not tested or not shown. Hits appear at their usual frequency; 4.2% or so of the library scored in one or more.
SMILES,M1 ag,M1 antag,CHO parental Ca,TAAR1 antag,TAAR1 agonist,CHO-K1 Ca PAM,CHO-K1 Ca ag,CHO-K1 Ca antag,OXTR potentiator
Cn1c(=O)n(C)c2cc(NC(=O)COc3ccccc3)ccc21,0,-10,2,-10,4,-13,1.1,14,1
C/C=C/COC(=O)c1[nH]c2c(c1C)C(=O)CC(c1ccco1)C2 (stereo not given),-4,-10,-11,-22,-1,8,0.2,-12,-5
Cc1ccc(NC2CCCN(C(=O)c3ccoc3)C2)cc1C (stereo not given),3,0,-8,-26,3,-11,0.2,-14,-4
O=C(NC(NC1CCS(=O)(=O)C1)C(Cl)(Cl)Cl)c1ccc(Br)cc1 (stereo not given),0,0,-8,11,12,4,1.1,3,-6
Cc1ccc(S(=O)(=O)Nc2cccc(-c3ccc4nncn4n3)c2)cc1,-2,-6,-10,3,3,12,1.7,2,-11
COCCCNCC(=O)c1c(N)n(Cc2ccccc2)c(=O)n(C)c1=O,-4,2,-12,16,4,11,0.2,-2,-2
Cn1nc(-c2ccccc2)cc1NC(=O)c1ccccc1,-3,-3,-10,4,0,16,0.3,7,-8
O=C(NC(=S)NCCc1ccccc1)c1ccccc1F,-3,-1,0,-22,6,-7,-0.1,-2,-6
COc1ccc(OC)c(S(=O)(=O)NCc2cn3cccc(C)c3n2)c1,-9,8,-5,-11,6,12,0.4,-1,1
Cc1nn2c(N)c(-c3ccccc3)cnc2c1-c1ccc(Cl)cc1,-6,-1,-15,-7,-2,21,0.1,-5,-10

# A stretch taken from the entries so far, for reference:
SMILES,M1 ag,M1 antag,CHO parental Ca,TAAR1 antag,TAAR1 agonist,CHO-K1 Ca PAM,CHO-K1 Ca ag,CHO-K1 Ca antag,OXTR potentiator
Cn1c(=O)n(C)c2cc(NC(=O)COc3ccccc3)ccc21,0,-10,2,-10,4,-13,1.1,14,1
C/C=C/COC(=O)c1[nH]c2c(c1C)C(=O)CC(c1ccco1)C2 (stereo not given),-4,-10,-11,-22,-1,8,0.2,-12,-5
Cc1ccc(NC2CCCN(C(=O)c3ccoc3)C2)cc1C (stereo not given),3,0,-8,-26,3,-11,0.2,-14,-4
O=C(NC(NC1CCS(=O)(=O)C1)C(Cl)(Cl)Cl)c1ccc(Br)cc1 (stereo not given),0,0,-8,11,12,4,1.1,3,-6

# Additional results follow:
SMILES,M1 ag,M1 antag,CHO parental Ca,TAAR1 antag,TAAR1 agonist,CHO-K1 Ca PAM,CHO-K1 Ca ag,CHO-K1 Ca antag,OXTR potentiator
O=C(Nc1ccc(Cl)cn1)C1C(c2ccccc2)C1(Cl)Cl (stereo not given),-9,-4,-17,-4,6,3,-0.3,-5,-10
CC(=O)Nc1ccccc1C(=O)C(=O)Nc1ccc(C)c(F)c1,-7,-12,-4,9,1,26,2.9,-10,-3
Cc1c(NC(=O)c2ccc(CC(C)C)o2)c(=O)n(-c2ccccc2)n1C,-11,-10,-2,-3,2,14,0.2,-11,1
CCCCCCSc1ccc([C@@H]2[C@H]3C(=O)N(CC)C(=O)[C@H]3[C@]3(C(=O)OC)CCCCN23)cc1OC,-6,-7,-11,-1,0,13,0.0,-17,-5
COCCNC(=O)CN1CCN(Cc2cccc(Cl)c2)C1=O,-3,-17,2,-7,1,18,0.0,-7,-2
CC(=O)Nc1ccc(S(=O)(=O)N2CCCN(S(=O)(=O)c3ccc(C)cc3)CC2)cc1,1,0,-3,32,3,0,5.4,-1,-9
CCOc1ccc(CCNC(=O)CCNS(=O)(=O)c2ccc(Br)cc2)cc1OCC,-2,-6,-20,-32,1,-4,1.4,-7,5
CCc1cc(C(=O)N2CCCC(N3CCN(c4cccc(C(F)(F)F)c4)CC3)C2)n(C)n1 (stereo not given),-2,1,-11,-25,-1,-12,2.2,8,-10
Cc1ccc(-c2cc(-c3ccccc3)nc(Cl)n2)cc1,-1,3,-31,22,4,-8,-0.6,-5,-5
COc1ccc(CCNC(=O)CSc2ccc(-c3cccs3)nn2)cc1OC,-5,-5,-9,-8,0,-4,0.6,-20,-3
CC1C(C)N(C(=O)CCl)c2ccccc2N1C(=O)CCl (stereo not given),-4,-1,x,-5,1,7,1.0,-11,x
O=c1[nH][nH]c(C(F)(F)F)c1C=NCc1ccc(Cl)cc1,-3,4,-5,9,24,-2,0.2,8,-12
CSc1snc(SCC(N)=O)c1C#N,-1,-14,13,6,6,18,0.5,-6,-6
C#Cc1ccc(CN2CCN(CCCc3ccccc3)C(CCO)C2)cc1 (stereo not given),-10,5,-18,1,2,10,0.4,-14,-10
O=C(CCN1CCOCC1)c1ccccc1,-1,-2,9,-17,5,2,-0.6,-7,-9
O=C(NNc1cc(N2CCOCC2)nc(N2CCOCC2)n1)c1ccc(Cl)c(Cl)c1,-11,-17,-14,1,2,15,1.4,-2,-1
Cn1c2ccccc2c(=O)c2c(=O)n(Cc3ccco3)c(COc3ccccc3)nc21,1,1,-14,62*,31,-9,-0.5,4,1
CCOc1ccc(OCCC(=O)OCC(=O)NNC(=O)c2ccccc2)cc1,-2,-8,-7,-6,3,10,0.7,-12,-4
CC(C)(CSc1ccccn1)NS(=O)(=O)c1ccccc1,-9,-10,-2,-6,-1,18,0.6,-10,0
Cc1ccc(Oc2ccc(NS(=O)(=O)c3cccc(C(=O)O)c3)cc2)cc1,0,-27,4,2,3,14,0.5,-3,2
CCn1c(SCC(=O)Nc2cccc(NC(C)=O)c2)nnc1-c1ccco1,-1,-17,-10,-25,1,8,0.8,-7,0
CNC(=O)OCc1nc(SSC(C)(C)C)n(C)c1COC(=O)NC,-4,-11,x,-7,0,21,4.9,-4,x
COc1ccc(CNC(=O)C2CCN(C(=O)c3sccc3-n3cccc3)CC2)cc1,-2,-12,-22,-10,0,20,2.7,-12,1
COc1cccc(NC(=O)CN2CCN(C(=O)c3ccco3)CC2)c1,-2,-12,-8,-28,5,6,0.4,-21,1
CC(C)OC(=O)CSc1nc(-c2ccc(F)cc2)cc(C(F)(F)F)n1,-2,-4,-15,9,4,12,-0.1,-6,0
O=C(NCc1ccccc1Cl)c1ccccc1CCc1ccccc1,-9,-1,66*,39,5,14,1.4,6,-5
Cc1ccc(SCc2cc(=O)n(C)[nH]2)cc1,0,-6,-1,-7,7,20,0.0,0,-8
COc1cccc(-c2cc(C(=O)N3CCCCC3C)no2)c1 (stereo not given),-8,-10,-12,-6,5,29,0.9,-18,-6
COc1ccc(CNC(=O)C[C@H]2C[C@H](C(=O)N3CCOCC3)[C@@]3(C)c4[nH]c5cc(CCC(=O)N(C)C)ccc5c4CCN3C2=O)cc1OC,-3,-8,-9,8,2,9,0.3,-10,x
COc1cc(Cl)ccc1NC(=O)COc1ccccc1C(=O)N1CCN(c2ccc(O)cc2)CC1,-2,1,-1,2,14,21,3.8,-14,-14
CCN1CCN(C(=O)c2cc3c(OC)c(OC)c(OC)cc3[nH]2)CC1,-5,-13,-11,5,0,-3,0.2,-9,0
CCOC(=O)C1=C(O)C(=O)N(Cc2cccnc2)C1c1ccc(OC)cc1 (stereo not given),-4,-1,0,-9,16,-11,-0.7,18,-5
O=C(O)c1[nH]c2ccccc2c1C(c1cc(Cl)cc([N+](=O)[O-])c1O)c1c(C(=O)O)[nH]c2ccccc12,-6,1,2,-4,-1,9,-0.3,-6,-18
Cc1noc(C)c1COc1ccc(C(=O)N2CCN(c3ccccn3)CC2)cc1,-7,-11,1,2,2,5,0.8,5,-6
CC(Oc1cccc(Cl)c1)C(=O)NCCCCc1ccccc1 (stereo not given),-12,-11,-23,13,1,19,0.0,-9,-5
Cc1nnc(SCc2cccc([N+](=O)[O-])c2)s1,-14,-10,-4,7,4,5,0.0,-8,1
Cn1cccc1/C=C1\SC(=S)N(NC(=O)c2ccc(Cl)cc2)C1=O,-3,2,-7,22,0,11,4.9,-3,-7
COc1ccc(NC(=O)C2(C)CCN2C(=O)c2ccccc2CCc2ccccc2)cc1OC (stereo not given),-2,15,x,65*,5,-3,3.7,0,x
O=C(CSc1nnnn1C1CCCCC1)NNC(=O)c1ccco1,-2,-6,-7,15,2,12,0.4,-7,-18
COc1ccc(N2CCN(c3nc4ccccc4n3CC(=O)c3ccccc3)CC2)cc1,-4,3,-31,22,7,12,2.2,-5,-4
CCOc1ccc(C(=O)Nc2sc3c(c2C(=O)OC)CC(C)(C)NC3(C)C)cc1,-5,-9,6,-2,1,11,1.4,-2,-3
COc1ccc(C(=O)NCc2nnc(SCC(=O)N3CCCC3)o2)cc1,-2,-14,1,-15,1,16,1.0,-25,-4
Cn1nc(C(=O)N2CCOCC2)c([N+](=O)[O-])c1C(=O)N1CCOCC1,-6,1,-3,13,0,-1,0.1,3,-12
Cc1ccc(OCC(=O)Nc2ccc3c(c2)nc(CCN2CCOCC2)n3C)cc1,-5,12,5,7,12,3,0.3,-7,2
O=C(c1nc[nH]c1C(=O)N1CCc2ccccc2C1)N1CCc2ccccc2C1,1,14,-8,48,38*,12,6.0,-12,-7
CCc1ccc(-c2cc(C)no2)cc1S(=O)(=O)N1CCN(c2ccccc2OC)CC1,-3,9,-30,-1,-1,-14,1.2,8,-13
CC(C)Cc1ccc(/C=C/C(=O)NC2CC2)cc1,-4,-4,-8,12,7,11,5.6,-4,-15
CCOc1ccc(NC2=NCCC(=O)N2Cc2cccs2)cc1,-5,-18,-18,-3,-1,17,0.7,-10,-10
Cc1cc(C(=O)Nc2ccccc2N2CCCCC2)no1,-3,-12,-21,-46,1,9,3.3,-26,-4
O=C(CN(Cc1ccccc1)C1=NCCS1)c1ccc(Cl)cc1,-7,14,-16,-8,8,4,1.1,-2,-5

# Next part:
SMILES,M1 ag,M1 antag,CHO parental Ca,TAAR1 antag,TAAR1 agonist,CHO-K1 Ca PAM,CHO-K1 Ca ag,CHO-K1 Ca antag,OXTR potentiator
COc1cc(C2CC(=O)N(CC(=O)NCC3CCCO3)c3ccccc3S2)cc(OC)c1OC (stereo not given),-5,6,-17,5,2,-11,0.6,14,-5
Cc1nc2sc(C(c3ccco3)N3CCC4(CC3)OCCO4)c(O)n2n1 (stereo not given),-4,-9,-10,-4,8,17,0.4,-19,6
O=C(NC1CCCc2ccccc21)c1cccc(F)c1 (stereo not given),-8,5,x,-11,3,-5,-0.6,14,x
FC(F)(F)c1nc2ccccc2n2c(-c3c(Cl)cccc3Cl)nnc12,-5,-18,2,-16,13,15,0.0,3,-5
Cc1ccc(NC(=S)Nc2ccc(F)cc2)cc1,-2,-16,0,0,5,20,1.7,-12,-2
NS(=O)(=O)c1ccc(CCNC(=O)Nc2ccc(Cl)c(Cl)c2)cc1,-4,-10,17,36,8,-7,0.5,-1,-3
Cc1ccc(S(=O)(=O)N(CC(=O)Nc2cc(C)ccc2C)C(=O)N2CCN(C)CC2)cc1,-3,-7,6,-14,1,18,1.6,-4,-2
